# BLM inh: inhibitors of human Bloom syndrome helicase BLM; P54132; recombinant BLM DNA unwinding, fluorescence dequenching; Potency, µM (highest dose often 56.1 µM), for the others: at the top dose activity change, negative = inhibition, actives largely listed as inhibitors; hit rate 0.2% among 350,000; AID 2528;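 note: potency is the fitted concentration of half-maximal effect; plate controls were vehicle for no effect and no enzyme for full effect; nearly all actives have a fitted effect of over 35% in size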
# Pol beta inh: inhibitors of human DNA polymerase beta. P06746. Pol beta primer extension/strand displacement, fluorescence kinetic. Potency, µM (highest dose often 114 µM), without a hit: top-dose activity change, negative = inhibition, actives largely listed as inhibitors. hit rate 1.3% among 340,000. AID 485314; note: potency is the fitted concentration of half-maximal effect; % is set by controls: 0 for no effect and ±100 for the full control effect
#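 Kinetic readout of DNA synthesis with strand displacement by Pol beta. Compound and 10 nM enzyme sit 15 min at room temperature; 50 nM substrate starts the reaction, read immediately and at 10 min.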
# POLI inh: inhibitors of human DNA polymerase iota; Pol iota fluorescent replication assay, 10 min; hit rate 1% among 390,000; Q9UNA4; Potency, µM (series often up to 115 µM), for inactives: top-dose activity, negative = inhibition, most hits filed as inhibitors; note: potency is the fitted concentration of half-maximal effect
# Target sequence (Q9UNA4 whole entry, looked up): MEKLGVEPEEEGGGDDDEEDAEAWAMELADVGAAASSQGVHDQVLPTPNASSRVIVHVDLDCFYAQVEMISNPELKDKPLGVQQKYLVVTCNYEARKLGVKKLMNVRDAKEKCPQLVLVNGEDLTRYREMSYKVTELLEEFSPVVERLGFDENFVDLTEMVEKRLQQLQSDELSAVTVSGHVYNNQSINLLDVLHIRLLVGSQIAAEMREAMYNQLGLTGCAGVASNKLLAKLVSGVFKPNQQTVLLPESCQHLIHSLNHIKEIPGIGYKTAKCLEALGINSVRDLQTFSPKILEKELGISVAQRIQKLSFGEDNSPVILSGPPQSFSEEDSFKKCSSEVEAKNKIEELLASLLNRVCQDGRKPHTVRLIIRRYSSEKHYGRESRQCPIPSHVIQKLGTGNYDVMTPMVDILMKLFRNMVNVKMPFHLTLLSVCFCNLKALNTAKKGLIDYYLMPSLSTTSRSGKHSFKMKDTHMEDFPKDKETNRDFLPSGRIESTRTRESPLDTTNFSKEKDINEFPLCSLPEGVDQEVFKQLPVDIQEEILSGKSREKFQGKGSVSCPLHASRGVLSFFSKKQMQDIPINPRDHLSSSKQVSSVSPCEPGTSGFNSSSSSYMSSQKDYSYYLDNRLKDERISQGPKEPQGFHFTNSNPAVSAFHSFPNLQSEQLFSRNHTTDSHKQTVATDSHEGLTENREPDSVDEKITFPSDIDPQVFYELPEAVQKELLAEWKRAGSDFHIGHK
#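 Fluorescent replication assay read twice, at 0 min and 10 min after adding 50 nM (final) substrate. Enzyme (10 nM) and compounds were first incubated 15 min at room temperature; enzyme-free buffer wells were negative controls.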
# TRHR agonist: agonists of human TRH receptor; P34981; TRHR cells, calcium flux fluo-8, FDSS agonist mode; activation, % at 2 µM; hit rate 0.18% among 360,000; AID 493084; in the data active = activation above about 30%; note: 0% is about no effect
#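 Fluo-8-loaded TRHR cells; 10 s baseline, compound added, kinetic Ca2+ fluorescence read 1/s, agonist mode.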
# APEX1 inh: APE1 (human) endonuclease inhibition | hit rate 0.35% among 350,000 | Potency, µM (top dose mostly 65.8 µM), for the others: at the highest dose activity change, negative = inhibition, hits mostly inhibitors | recombinant APE1, TAMRA/BHQ-2 abasic DNA cleavage fluorescence;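 note: potency is the fitted concentration of half-maximal effect; plate controls were vehicle for no effect and reference inhibitor for full effect; nearly all actives have a fitted effect of over 55% in size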
#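 Quantitative HTS: incision of a TAMRA/BHQ-2 double-stranded substrate bearing a tetrahydrofuran abasic site by 0.75 nM APE1 raises fluorescence. Substrate 50 nM final, added after 15 min compound preincubation at room temperature; progress as third-minus-first kinetic read difference.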
# ERG Ets-DNA blk: ERG Ets/DNA interaction inhibition; hit rate 0.028% among 370,000; P11308; fluorescence polarization, His-ERG Ets domain / labelled DNA; AID 624246; Potency, µM (titrated, usually from 76.9 µM), without a hit: top-dose FP activity, negative = inhibition, usual class: inhibitors; active = well fitted inhibition curve with a large enough effect in the polarisation, with a control signal flat; inconclusive = small, poorly fitted or top-dose-only effect, or effect the other way, or a change in a side signal; inactive = no such curve, though single readings can be large or run the other way; the % refers to the polarisation;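 note: polarization taken with two DNA probes labelled with fluorescein and Texas red; potency is the fitted concentration of half-maximal effect; % of control where 0% means no effect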
#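 His-tagged ERG Ets domain (1 uM in the protein solution; 300mM KCl, 50mM Tris-HCl, 1mM EDTA, 1mM DTT, pH 7.5) received compound, then a probe mix of 5 nM fluorescein-DNA and 100nM Texas-615-DNA. Fluorescence polarization was read for both dyes.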
# POLK inh: blocks human DNA polymerase kappa activity. Q9UBT6. purified Pol kappa, fluorescent DNA synthesis assay, 10 min. Potency, µM (top dose mostly 107 µM), for the others: at the top dose activity, negative = inhibition, most hits filed as inhibitors. hit rate 0.53% among 400,000. AID 588579; note: potency is the fitted concentration of half-maximal effect; % is set by controls: 0 for no effect and ±100 for the full control effect
#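 Here, compound and 10 nM enzyme are combined for 15 min at room temperature; adding 50 nM substrate (final) starts DNA synthesis, tracked by fluorescence at 0 and 10 min against buffer-only wells.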
# ALOX12 inh: blocks human arachidonate 12S-lipoxygenase; Potency, µM (doses to about 108 µM), for the others: top-dose activity change, negative = inhibition, hits mostly inhibitors; P18054; AID 1671190; hit rate 1.1% among 580,000; purified 12hLO, xylenol orange hydroperoxide absorbance; note: potency is the fitted concentration of half-maximal effect; % is set by controls: 0 for no effect and ±100 for the full control effect
#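 Hydroperoxide product was detected by ferrous iron/xylenol orange as the 573 to 405 nm absorbance ratio. Arachidonic acid at 40 uM (final) was turned over for 30 min at room temperature by 150 nM human 12hLO, pH 7.0 Hepes buffer, after 15 min compound preincubation.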
# Apoferritin bind: binds horse apoferritin like a general anesthetic; P02791; apoferritin/1-aminoanthracene competitive binding, fluorescence; Potency, µM (doses to about 77.5 µM), inactives show top-dose activity change, negative = displacement, actives largely listed as inhibitors; hit rate 0.074% among 350,000; note: potency is the fitted concentration of half-maximal effect; % is set by controls: 0 for no effect and ±100 for the full control effect; nearly all actives have a fitted effect of over 20% in size
# Target sequence (P02791 2-175 limits assumed): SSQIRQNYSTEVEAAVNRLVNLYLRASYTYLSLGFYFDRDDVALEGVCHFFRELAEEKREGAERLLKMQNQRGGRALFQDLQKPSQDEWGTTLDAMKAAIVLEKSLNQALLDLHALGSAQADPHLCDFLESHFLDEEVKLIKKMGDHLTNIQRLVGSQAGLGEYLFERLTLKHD
#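 10 uM apoferritin + 50% sat. 1-AMA, PBS; cpd 10 min RT; Ex380/Em535 endpoint; normalized to free probe vs complex; 4-param Hill fit; propofol titration as pos. ctrl.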
# The depositor's hits bear a star; ? = inconclusive; / = not tested or not shown; & = joins results of further samples; [ ] = another dose, or the depositor's remark. Unless noted, calls come from the whole dose curve; as a rule, active = well fitted curve in the direction sought with a large enough effect; inconclusive = small, poorly fitted or top-dose-only effect, or another doubt; inactive = no such curve, though single readings can be large; an effect the other way counts as inactive or inconclusive. This is a subset (hit frequency here may not be typical).
1) CCOc1ccc(-c2nnn(CC(=O)NCc3ccccc3)n2)cc1
2) O=C(Nc1nc(-c2cc3ccccc3o2)cs1)c1ccc(S(=O)(=O)N2CCCC2)cc1
3) CCCN1CCN(C(=O)c2ccc(Sc3ccc(C)cc3)c(NC(C)=O)c2)CC1
4) COc1cccc(-n2c(-c3ccccc3F)nc3c(cnn3-c3ccc(C)cc3)c2=O)c1
5) CC1CCCN(C(=O)NC(=O)c2ccc(Cl)cc2)C1 (stereo not drawn)
6) Cc1sc2ncnc(SCC(=O)NNC(=O)c3ccco3)c2c1C
7) COC(=O)CSc1ccc2nnc(CCNS(=O)(=O)c3ccc(C)cc3)n2n1
8) CC(C)N(Cc1ccccc1)C(=S)Nc1ccc(F)cc1
9) O=C(Nc1ccc(S(=O)(=O)Nc2ccccn2)cc1)c1cccc(Cl)c1
10) COC(=O)Cn1c(CN(Cc2ccccc2)Cc2ccccc2)nc2c1c(=O)[nH]c(=O)n2C
Compound	1	2	3	4	5	6	7	8	9	10
BLM inh	-7%	5%	2%	-15%	0%	-27%	-2%&1%	0%	-4%	0%
Pol beta inh	-2%	-22%	2%	5%	?	3%	0%&8%	19%	?	9%
POLI inh	-21%	-11%	0%	16µM*	37%[activator]	-13%	10%&16%	82%[activator]	171%[activator]	?
TRHR agonist	-1.8	0.5	0.0	0.6	0.2	-0.5	0.2&0.0	0.1	0.2	-1.3
APEX1 inh	7%	-6%	-6%	/	15%	-2%	2%	13%	13%	-1%
ERG Ets-DNA blk	5%	2%	3%	-7%	-7%	-14%	0%&1%	-1%	-4%	2%
POLK inh	-5%	-10%	11%	-16%	-1%	-3%	-2%&-11%	-9%	-1%	-11%
ALOX12 inh	-10%	-12%	-7%	0%	9%	-8%	-14%&-21%	-6%	?	-29%
Apoferritin bind	-8%	-10%	-16%	-5%	-15%	-14%	-6%&-1%	-5%	5%	-17%

11) c1cncc(CNc2nc(-c3ccoc3)nc3ccccc23)c1
12) CC(C)CCNc1nc(Nc2ccccc2)c2cnn(C)c2n1
13) COc1cc(CC(=O)OCC(=O)c2ccc[nH]2)cc(OC)c1OC
14) Cc1ccsc1C1Nc2ccccc2C(=O)N1O (stereo not drawn)
15) Cc1cc(C)c([C@@H]2C[C@H]3CN(C4CCCC4)C(=O)[C@]34CCCN24)c(-n2cccn2)c1
16) CCN(CC(=O)N1CCC(C(N)=O)CC1)S(=O)(=O)c1cc(Cl)ccc1Cl
17) O=C(COC(=O)C1COc2ccccc2O1)Nc1cccc(F)c1 (stereo not drawn)
18) Cn1c(C(=O)N2CCN(C(=O)c3ccco3)CC2)cc2c(=O)n(C)c3ccccc3c21
19) FC(F)(F)c1nnc2sc(-c3cccs3)nn12
20) CCn1nc(NC(=O)c2ccncc2)c2cc3cc(C)ccc3nc21
Compound	11	12	13	14	15	16	17	18	19	20
BLM inh	-14%	-14%	/	1%	0%	/	/	2%	-3%	-9%
Pol beta inh	/	-4%	/	7%	34%[activator]	/	/	-4%	6%	-8%
POLI inh	/	4%	-22%	41%	80%[activator]	-10%	6%	11%	-3%	8%
TRHR agonist	/	-0.4	/	0.0	0.2	/	-0.5	0.4	0.0	-0.3
APEX1 inh	0%	/	49%[activator]	?	15%	/	18%	-6%	-2%	1%
ERG Ets-DNA blk	/	2%	12%	-10%	8%	-3%	-10%	1%	-4%	-2%
POLK inh	?	-5%[60.1 µM]	-7%	3%	3%	-10%	0%	2%	-14%	-3%
ALOX12 inh	?	-21%	-1%	-27%	12%	13%	162%[activator]	296%[activator]	41%[activator]	0%
Apoferritin bind	-13%	?	/	-4%	-4%	/	/	-11%	-6%	0%

21) O=C(COc1ccc(F)cc1F)NNC(=O)Nc1cccc([N+](=O)[O-])c1
22) O=C(CCCCn1c(=O)c2ccccc2n(CC(=O)Nc2ccccc2)c1=O)NCc1ccco1
23) Cc1ccc(-c2nc(CN(C)C3CCOC3)c(C)o2)s1 (stereo not drawn)
24) CSc1ncccc1C(=O)OCC(=O)NC1CCCC1
25) O=C(c1ccncc1)c1ccc(N2CCN(C3CC(=O)N(Cc4ccccc4)C3=O)CC2)cc1 (stereo not drawn)
26) Cc1nc2cc(NS(=O)(=O)c3ccccc3F)ccc2s1
27) Cc1ccc(NC(=O)CN(C)C(=O)c2cccc(-n3cccc3)c2)cc1
28) O=C(CN1C(=O)NC2(CCCCCCC2)C1=O)NC(=O)NCc1ccco1
29) CCCCCn1c(=O)[nH]c2cc(C(=O)N3CCN(c4cccc(C(F)(F)F)c4)CC3)ccc2c1=O
30) Cc1ccc(-c2nn3c(-c4ccccc4C)nnc3c3ccccc23)cc1
Compound	21	22	23	24	25	26	27	28	29	30
BLM inh	-12%	-10%	-3%	/	0%	2%	/	-1%	0%	-6%
Pol beta inh	30%	-17%	19%	/	-26%	?	/	0%	13%	?
POLI inh	-1%	?	-8%	19%	9%	11%	8.9µM*	2%	41%[activator]	17%
TRHR agonist	-0.2	-0.4	0.1	-0.1	1.3	-0.9	-0.3	0.2	0.5	-1.2
APEX1 inh	18%	-3%	2%	-10%	-2%	-1%	0.95µM*	5%	/	/
ERG Ets-DNA blk	-2%	1%	-11%	/	-2%	3%	-2%	0%	3%	-5%
POLK inh	-5%	-1%	-5%	-17%	-11%	-11%	18µM*	-23%	5%	-5%
ALOX12 inh	107%[activator]	0%	-7%	-8%	-10%	15%	35µM*	0%	-7%	-18%
Apoferritin bind	-13%	-10%	-4%	/	-1%	-17%	/	?	?	?

# Structures from the list above that have an aryl methoxy group (2):
4) COc1cccc(-n2c(-c3ccccc3F)nc3c(cnn3-c3ccc(C)cc3)c2=O)c1
13) COc1cc(CC(=O)OCC(=O)c2ccc[nH]2)cc(OC)c1OC
Compound	4	13
BLM inh	-15%	/
Pol beta inh	5%	/
POLI inh	16µM*	-22%
TRHR agonist	0.6	/
APEX1 inh	/	49%[activator]
ERG Ets-DNA blk	-7%	12%
POLK inh	-16%	-7%
ALOX12 inh	0%	-1%
Apoferritin bind	-5%	/

# Additional structures:
31) Cc1cc(C(=O)NCc2ccccc2Cl)c2c(C)nn(-c3cccc(F)c3)c2n1
32) CN(Cc1cccc(Cl)c1)C(=O)C1CCC(=O)N(C2CC2)C1 (stereo not drawn)
33) COc1ccc(C2CC(=O)N3CN(C4CCCCC4)CSC3=C2C#N)c(OC)c1 (stereo not drawn)
34) Cc1cc(S(=O)(=O)N2CCOCC2)ccc1OCC(=O)N1CCCCC1
35) O=C(NC(=S)Nc1ccc(N2CCOCC2)cc1)c1cccs1
36) COc1ccccc1-c1c(C(F)(F)F)oc2c(CN3CCCCC3C)c(O)ccc2c1=O (stereo not drawn)
37) CCCN(Cc1nc2cc(Cl)ccc2c(=O)[nH]1)C(=O)c1ccc(S(=O)(=O)N2CCCC2)cc1
38) Cn1c(=O)c2ccccc2n(Cc2cccc(F)c2)c1=O
39) O=C(CCNC(=O)c1ccc([N+](=O)[O-])cc1)NCc1cccs1
Compound	31	32	33	34	35	36	37	38	39
BLM inh	1%	0%	-4%	2%	-2%	-1%	/	-9%	/
Pol beta inh	3%	46%	1%	32%	39%	2%	/	27%	/
POLI inh	20%	17%	7.9µM*	75%[activator]	?	33%[activator]	20%	-13%	22%
TRHR agonist	0.6	0.5	0.0	-2.9	2.2	-1.4	0.3	-1.7	/
APEX1 inh	/	19%	/	41%	1%	/	-11%	26%	26%
ERG Ets-DNA blk	0%	15%	-1%	-2%	3%	0%	-7%	0%	-1%
POLK inh	-10%	7%	-3%	-11%	-8%	2%	-1%	-2%	-5%
ALOX12 inh	?	1%	40µM*	2%	?	-2%	31%[activator]	2%	?
Apoferritin bind	-15%	-3%	-11%	-5%	?	45%[activator]	/	-14%	/

# Of the compounds above, these contain a furan ring, fused or not.
2) O=C(Nc1nc(-c2cc3ccccc3o2)cs1)c1ccc(S(=O)(=O)N2CCCC2)cc1
6) Cc1sc2ncnc(SCC(=O)NNC(=O)c3ccco3)c2c1C
11) c1cncc(CNc2nc(-c3ccoc3)nc3ccccc23)c1
18) Cn1c(C(=O)N2CCN(C(=O)c3ccco3)CC2)cc2c(=O)n(C)c3ccccc3c21
22) O=C(CCCCn1c(=O)c2ccccc2n(CC(=O)Nc2ccccc2)c1=O)NCc1ccco1
28) O=C(CN1C(=O)NC2(CCCCCCC2)C1=O)NC(=O)NCc1ccco1
Compound	2	6	11	18	22	28
BLM inh	5%	-27%	-14%	2%	-10%	-1%
Pol beta inh	-22%	3%	/	-4%	-17%	0%
POLI inh	-11%	-13%	/	11%	?	2%
TRHR agonist	0.5	-0.5	/	0.4	-0.4	0.2
APEX1 inh	-6%	-2%	0%	-6%	-3%	5%
ERG Ets-DNA blk	2%	-14%	/	1%	1%	0%
POLK inh	-10%	-3%	?	2%	-1%	-23%
ALOX12 inh	-12%	-8%	?	296%[activator]	0%	0%
Apoferritin bind	-10%	-14%	-13%	-11%	-10%	?
